# Screens (PubChem BioAssay)
# TRHR enhancer – allosteric enhancers of human TRH receptor | enhancement, % at 2 µM | P34981 | AID 493056 | 360,000 tested, 0.66% active | TRHR cells, fluo-8 calcium fluorescence, EC20 TRH enhancement; in the data active = enhancement above about 30%; also: 0% is about no effect
# Target sequence (P34981 whole entry, looked up): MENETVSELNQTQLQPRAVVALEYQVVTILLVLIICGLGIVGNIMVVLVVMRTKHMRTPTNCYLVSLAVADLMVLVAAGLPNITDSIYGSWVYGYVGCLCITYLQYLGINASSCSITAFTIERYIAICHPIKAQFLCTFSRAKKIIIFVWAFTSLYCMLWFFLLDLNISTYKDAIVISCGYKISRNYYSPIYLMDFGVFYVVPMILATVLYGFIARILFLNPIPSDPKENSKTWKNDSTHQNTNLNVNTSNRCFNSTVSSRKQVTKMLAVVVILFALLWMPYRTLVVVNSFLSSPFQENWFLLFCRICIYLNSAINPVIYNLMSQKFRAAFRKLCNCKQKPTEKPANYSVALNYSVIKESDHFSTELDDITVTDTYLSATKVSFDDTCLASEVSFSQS
#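 TRHR-expressing cells loaded with fluo-8 calcium dye were read kinetically (ex 480/em 530) during compound addition, then stimulated with an EC20 of TRH (10 nM final). Enhancement of the Gq-mediated intracellular calcium response was scored.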
# RXFP1 antag – blocks the human relaxin receptor RXFP1. Q9HBX9. activity change, negative = inhibition, % at 57.5 µM. HEK293-RXFP1, relaxin-stimulated cAMP HTRF, 30 min; stronger effect = lower value. 350,000 tested, 0.59% active;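 active = activity change of -60% or lower, but not beyond a set lower limit; inconclusive = change between -60% and -40%, or beyond the set limit; inactive = change above -40%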; also: % is scaled to controls: 0 for no effect and ±100 for the full control effect
# D1 potentiator – enhances dopamine response at the human D1 receptor; HEK293 TREx D1 cells, calcium flux, dopamine EC20 potentiation; potentiation, % at 10 µM; AID 504651; 360,000 tested, 0.036% active; in the data active = potentiation above about 30%; also: 0% is about no effect
# D2 ag – activates the human D2 dopamine receptor; HEK293 T-REx D2 cells, calcium flux agonist mode; activation, % at 2 µM; 340,000 tested, 0.53% active; AID 485358;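 active = activation over 3 SD above normal in the single-dose calcium agonist read, cut at about 30% in these data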; also: 0% is about no effect
# Target sequence (P14416 whole entry, looked up): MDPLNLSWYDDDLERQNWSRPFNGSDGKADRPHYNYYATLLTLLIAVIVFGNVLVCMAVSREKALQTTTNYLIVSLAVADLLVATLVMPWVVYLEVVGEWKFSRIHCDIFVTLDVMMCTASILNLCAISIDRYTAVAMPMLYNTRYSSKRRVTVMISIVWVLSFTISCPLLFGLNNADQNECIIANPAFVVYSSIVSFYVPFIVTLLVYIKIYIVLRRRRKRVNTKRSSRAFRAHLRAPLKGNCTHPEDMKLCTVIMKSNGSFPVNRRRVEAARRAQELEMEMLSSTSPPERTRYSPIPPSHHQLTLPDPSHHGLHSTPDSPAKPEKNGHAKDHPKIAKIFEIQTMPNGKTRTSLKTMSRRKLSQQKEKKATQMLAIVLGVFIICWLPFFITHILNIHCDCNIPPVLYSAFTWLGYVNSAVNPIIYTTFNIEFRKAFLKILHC
#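 Calcium-flux readout, 1 cycle/sec over 180 s following compound pin transfer, in inducible HEK293 Trex D2 cells (force-coupled); dopamine controls included. Positive calcium responses during this window marked compounds as potential agonists.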
# D1 agonist – agonists of human D1 dopamine receptor; P21728; HEK293 T-REx D1 cells, calcium flux, agonist mode; activation, % at 2 µM; 360,000 tested, 1% active; AID 504660; also: 0% is about no effect
#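 Tetracycline-induced HEK293 TREx D1 cells, force-coupled to calcium signalling, were dye-loaded with a no-wash calcium kit. Compound was pin-added after a 10 s baseline. Fluorescence was read kinetically at 1 cycle/s for 180 s, with calcium rises flagged as agonism.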
# D2 PAM – D2 dopamine receptor (human) potentiation; HEK293 T-REx D2, calcium flux, EC20 dopamine potentiation; P14416; AID 485347; 340,000 tested, 0.34% active; potentiation, % at 10 µM;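 active = potentiation over 3 SD above the plate norm, cut at about 30% in these data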; also: 0% is about no effect
#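 Potentiation of an EC20 dopamine calcium response is measured in a force-coupled, tetracycline-inducible Hek293 Trex D2 line. Compound-only kinetic reads over 180 s flag agonists before dopamine addition.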
# D1 antagonist – blocks dopamine activation of the human D1 receptor; 360,000 tested, 3.2% active; P21728; AID 504652; activity change, negative = inhibition, % at 10 µM; HEK293 TREx D1 cells, calcium flux, dopamine EC80; stronger effect = lower value; in the data active = activity change below about -30%; also: % is scaled to controls: 0 for no effect and ±100 for the full control effect
#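 Allosteric or orthosteric antagonism assessed as attenuation of the calcium response to EC80 dopamine, added 180 s after compound, in induced HEK293 Trex D1 cells loaded with no-wash calcium dye.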
# TRHR ag – activates the human TRH receptor | 360,000 tested, 0.18% active | TRHR cells, calcium flux fluo-8, FDSS agonist mode | activation, % at 2 µM | P34981; also: 0% is about no effect
#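 In this calcium-flux screen, cells bearing human TRHR are dye-loaded with fluo-8, baselined for 10 cycles, then exposed to library compounds; positive kinetic calcium responses during the agonist phase mark hits, with TRH as control.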
# D2 antagonist – antagonizes the human D2 dopamine receptor. P14416. HEK293 TREx D2 cells, calcium flux, dopamine EC80. inhibition, % at 10 µM. 340,000 tested, 2% active; in the data active = inhibition above about 30%; also: 0% is about no effect
#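 Tetracycline-induced HEK293 T-REx cells expressing D2 force-coupled to calcium signalling were dye-loaded, exposed to compound for 180 s, then challenged with an EC80 of dopamine; calcium flux was followed kinetically for a further 180 s.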
# * hit, by the source's call; ? = inconclusive; . = no result given; & = joins results of further samples. Rule as the data show it, unless noted: active = activation above about 30%; inactive = the rest.
[1] CN1CCN(CC(=O)Nc2sc3c(c2C(=O)Nc2ccccc2)CCCC3)CC1
[2] CC1CCCC(C)N1C(=O)Cn1c(SCC(=O)NCc2ccc3c(c2)OCO3)nc2ccccc21 (stereo unspecified)
[3] Cc1ccc(NC(=O)C(C)c2ccc(-c3ccccc3)c(F)c2)c(C)c1 (stereo unspecified)
[4] CCn1c(SCC(=O)N/N=C/C=C/c2ccco2)nnc1-c1ccc(OC)cc1
[5] COc1ccccc1-c1ccc(/C=C2/C=C(C)OC2=O)o1
[6] COc1ccc(N2CCN(C3CCCN(Cc4ccc(F)cc4)C3)CC2)cc1 (stereo unspecified)
[7] Cc1cccc(NC(=O)COC(=O)COc2ccc3c(c2)CCC3)c1
[8] O=C(NCc1ccccc1Cl)C1CCCN1S(=O)(=O)c1ccccc1F (stereo unspecified)
[9] CCCCSc1ncc(C(=O)OCC)c(N)n1
[10] Cc1ccc(C(=O)c2ccc(N3CCOCC3)c(F)c2)cc1

Screen / compound no.	1	2	3	4	5	6	7	8	9	10
TRHR enhancer	8	5	1	-3	6	15	-7	0	-1	3
RXFP1 antag	-11	-15	-7	-5	-14	2	2	9	0	2
D1 potentiator	-6	-2	8	-2	-18	2	5	-6	-5	-13
D2 ag	1.7	0.5	0.7	-2.1	1.1	0.1	-0.1	0.3	0.6	-0.2
D1 agonist	10	0	1	3	4	0	3	4	0	14
D2 PAM	5	1	-4	3	6	-5	4	.	-20	4
D1 antagonist	-21	-4	8	-9	-20	-3	-13	-14	10	-18
TRHR ag	0.3	-1.6	0.0	-0.6	5.1	0.2	-0.3	-0.7	0.5	-0.1
D2 antagonist	-4	16	-21	5	-2	-16	-10	1	-17	11

[11] CC(c1ccccn1)N(C)C(=O)c1ccc2nc(Cc3ccccc3F)oc2c1 (stereo unspecified)
[12] Cc1cc(CNC(=O)c2cccnc2Cl)c2ccccc2n1
[13] O=C(C[n+]1cccc(Br)c1)c1ccc(-c2ccccc2)cc1
[14] Cc1cc(NC(=O)CCSc2ccc(Cl)cc2)no1
[15] CCc1nn(C(C)C(=O)N(C)Cc2ccccc2)c(=O)c2cc3occc3n12 (stereo unspecified)
[16] O=C(CNCc1cccs1)NC12CC3CC(CC(C3)C1)C2
[17] Cc1snc(SCC(=O)N/N=C(\N)COc2ccc(F)cc2)c1C#N
[18] COCCNc1ccc(-c2n[nH]c(=O)c3ccccc23)cc1[N+](=O)[O-]
[19] Cc1noc(/C=C/N(C)C)c1S(=O)(=O)N1CCc2ccccc21
[20] CC1Cc2ccccc2N1C(=O)COc1ccc2c(c1)OCO2 (stereo unspecified)

Screen / compound no.	11	12	13	14	15	16	17	18	19	20
TRHR enhancer	5	-2	-8	2	1	2	-1	-2	-3	-3
RXFP1 antag	-3	-1	4	-2	-2	-26	12	-5	4	14
D1 potentiator	-4	-2	-5	-2	-10	-1	0	2	0	-4
D2 ag	-0.7	-0.7	0.1	-2.7	0.2	30	.	-1.6	-0.8	-0.7
D1 agonist	3	4	3	0	4	1	2	2	-2	-1
D2 PAM	7	.	2	-2	15	-15	.	11	8	-5
D1 antagonist	-6	-7	0	-7	-8	17	-22	-9	13	-7
TRHR ag	-0.2	0.1	0.8	-1.2	0.1	-0.3	-0.2	-0.3	0.8	-0.4
D2 antagonist	9	-15	2	-2	-39	6	.	1	-16	20

# Brought forward from above: 4 entries; new compounds follow.
[17] Cc1snc(SCC(=O)N/N=C(\N)COc2ccc(F)cc2)c1C#N
[18] COCCNc1ccc(-c2n[nH]c(=O)c3ccccc23)cc1[N+](=O)[O-]
[19] Cc1noc(/C=C/N(C)C)c1S(=O)(=O)N1CCc2ccccc21
[20] CC1Cc2ccccc2N1C(=O)COc1ccc2c(c1)OCO2 (stereo unspecified)
[21] O=C(OCc1ccc([N+](=O)[O-])cc1)c1cc([N+](=O)[O-])ccc1N1CCOCC1
[22] O=C(CSc1nnc(-c2ccco2)o1)N1c2ccccc2CCc2ccccc21
[23] CC(=O)Nc1ccc(S(=O)(=O)N2CCCC2C(=O)Nc2ccc3c(c2)OCCO3)cc1 (stereo unspecified)
[24] S=c1[nH]nc(COc2ccc3ccccc3c2)o1
[25] Cc1c(C(C)(C(=O)O)c2c(C)n(C)c3ccccc23)c2ccccc2n1C
[26] CCC(Sc1ccc2nnc(CCNS(=O)(=O)c3ccc(OC)cc3)n2n1)C(=O)OC (stereo unspecified)
[27] O=C(CCCn1c(=O)[nH]c2ccccc2c1=O)N1CCN(c2ccccn2)CC1
[28] O=C(c1ccccc1)N1CCN(S(=O)(=O)c2ccc(Cl)c(C(F)(F)F)c2)CC1
[29] CCN1C(=O)N(CC)C2C1N(C(C)=O)C(=O)N2C(C)=O (stereo unspecified)
[30] Cc1ccc(NC(=O)C(=O)NCC(c2cccnc2)N2CCc3ccccc3C2)cc1 (stereo unspecified)

Screen / compound no.	17	18	19	20	21	22	23	24	25	26	27	28	29	30
TRHR enhancer	-1	-2	-3	-3	-6	1	15	0	6	7&4	1	19	1	-2
RXFP1 antag	12	-5	4	14	-16	10	-8	-18	.	-2&-16	.	-3	0	-31
D1 potentiator	0	2	0	-4	3	-2	-5	1	-5	0&-5	-5	-4	-1	-2
D2 ag	.	-1.6	-0.8	-0.7	-1.0	.	0.9	.	-0.2	0.8	4.6	-0.4	0.3	-0.7
D1 agonist	2	2	-2	-1	4	5	1	0	3	1&0	-2	2	1	4
D2 PAM	.	11	8	-5	-4	.	-6	7	2	7&4	-6	-2	-4	9
D1 antagonist	-22	-9	13	-7	18	-11	2	1	-19	-19&0	-1	-9	-22	-1
TRHR ag	-0.2	-0.3	0.8	-0.4	0.8	-0.4	-0.4	0.1	-0.6	-0.4&-0.4	0.5	0.7	0.4	0.2
D2 antagonist	.	1	-16	20	10	.	-10	.	-29	-6	20	8	-12	.

# Record cards, from the list above:
# O=C(CSc1nnc(-c2ccco2)o1)N1c2ccccc2CCc2ccccc21 across the screens: TRHR enhancer: 1; RXFP1 antag: 10; D1 potentiator: -2; D2 ag: .; D1 agonist: 5; D2 PAM: .; D1 antagonist: -11; TRHR ag: -0.4; D2 antagonist: .
# Cc1c(C(C)(C(=O)O)c2c(C)n(C)c3ccccc23)c2ccccc2n1C across the screens: TRHR enhancer: 6; RXFP1 antag: .; D1 potentiator: -5; D2 ag: -0.2; D1 agonist: 3; D2 PAM: 2; D1 antagonist: -19; TRHR ag: -0.6; D2 antagonist: -29

# Additional results
[31] CCn1c(C(C)C)n[nH]c1=S
[32] O=S(=O)(c1c(F)cccc1F)N1CCN(S(=O)(=O)c2c(F)cccc2F)CC1
[33] Cc1c(NC(=O)c2ccc(-c3ccc([N+](=O)[O-])cc3Cl)o2)c(=O)n(-c2ccccc2)n1C
[34] Cc1cccc(-n2nc3c(c2NC(=O)c2ccc4c(c2)OCO4)CS(=O)(=O)C3)c1C
[35] COc1ccc(S(=O)(=O)NC(C)C(=O)Nc2cccc(C(C)=O)c2)cc1 (stereo unspecified)
[36] O=C(Cn1c(=O)oc2cc(S(=O)(=O)NCc3ccccc3)ccc21)NCc1ccco1
[37] Cc1ccc(-n2nc(CO)c(C(=O)NCCO)n2)cc1
[38] CCOC(=O)C1CCN(C(=O)c2ccc(C)c(S(=O)(=O)N3CCCC3)c2)CC1
[39] Cc1ccc(S(=O)(=O)CCSc2cccc(C(=O)Nc3ccccc3C(=O)O)c2)cc1
[40] CCN(CC)c1ccc(NC(=O)CN2CCN(CC(=O)Nc3ccccc3F)CC2)cc1

Screen / compound no.	31	32	33	34	35	36	37	38	39	40
TRHR enhancer	-5	3	-8	-2	-2	-1	-1	3	4	1
RXFP1 antag	-6	.	11	5	-5	.	13	-11	?	-6
D1 potentiator	-1	0	3	-5	-3	5	0	-7	-2	-3
D2 ag	.	.	0.0	0.9	-2.0	1.4	.	-0.3	0.0	0.0
D1 agonist	1	1	1	0	1	2	2	3	2	0
D2 PAM	.	.	-4	-3	11	-1	-5	5	-1	8
D1 antagonist	4	-30*	-3	-5	-43*	-13	-6	-15	6	12
TRHR ag	-0.3	0.0	-0.5	0.0	0.0	1.0	-0.4	-0.1	0.2	-0.5
D2 antagonist	.	.	-5	2	-4	2	.	6	8	-28

[41] O=C(COC(=O)c1ccc(Cl)s1)c1ccc[nH]1
[42] Cc1ccccc1/C=N/N1CCN(c2ccccc2)CC1
[43] Cc1ccc(S(=O)(=O)N2CCN(C(=O)C(C)Cn3cncn3)CC2)cc1 (stereo unspecified)
[44] COc1ccc(OC)c2sc(NC(=O)c3cccc(N4C(=O)CCC4=O)c3)nc12

Screen / compound no.	41	42	43	44
TRHR enhancer	-2	6	4	4
RXFP1 antag	9	-12	3	-8
D1 potentiator	-3	10	1	-4
D2 ag	1.7	-0.7	1.1	.
D1 agonist	1	7	0	1
D2 PAM	2	8	-12	.
D1 antagonist	8	21	3	-5
TRHR ag	0.9	-0.9	0.1	0.9
D2 antagonist	18	-2	0	.
